# BRCA1 expr act – increases BRCA1 expression | 1.1% of 380,000 active | Potency, µM (titrated, usually from 46.1 µM), for the others: at the highest dose activation, hits mostly activators | MCF7-BRCA1-FFLuc reporter, luminescence, 48 h; response scale: scaled: vehicle 0%, 10 µM genistein 100% | AID 624202; also: potency is read from the fitted curve at half-maximal effect; nearly all actives have a fitted effect of over 80% in size; some results filed as inactive show a strong effect at the top dose
#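 Compounds are tested at multiple concentrations on MCF7 BRCA1-luciferase reporter cells seeded at 2000 per well; after 48 h, a single luminescence end-point is taken and curves fitted to the normalized data.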
# RORg inh – ROR gamma (mouse) transcription inhibition. P51450. Drosophila S2 Gal4-RORgamma UAS-luciferase reporter, 20 h. Potency, µM (series often up to 53.6 µM), without a hit: top-dose activity change, negative = inhibition, most hits filed as inhibitors. 5.4% of 310,000 active. AID 2551; also: potency is read from the fitted curve at half-maximal effect; % is scaled to controls: 0 for no effect and ±100 for the full control effect; nearly all actives have a fitted effect of over 60% in size
# Target sequence (P51450 whole entry, looked up, the tested form may be a part): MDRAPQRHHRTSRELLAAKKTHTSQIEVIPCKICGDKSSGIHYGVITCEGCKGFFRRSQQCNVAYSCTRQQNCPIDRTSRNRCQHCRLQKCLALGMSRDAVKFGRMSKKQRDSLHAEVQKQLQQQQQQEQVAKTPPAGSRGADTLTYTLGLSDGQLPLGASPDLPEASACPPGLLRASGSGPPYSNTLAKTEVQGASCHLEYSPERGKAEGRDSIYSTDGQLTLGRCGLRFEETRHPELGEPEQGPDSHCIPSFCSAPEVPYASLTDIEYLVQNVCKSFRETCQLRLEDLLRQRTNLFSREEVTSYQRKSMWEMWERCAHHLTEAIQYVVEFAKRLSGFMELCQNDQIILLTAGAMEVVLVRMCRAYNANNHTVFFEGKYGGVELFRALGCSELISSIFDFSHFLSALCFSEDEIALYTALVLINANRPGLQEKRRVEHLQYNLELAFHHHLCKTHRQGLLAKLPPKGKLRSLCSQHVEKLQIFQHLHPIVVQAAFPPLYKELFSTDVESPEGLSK
#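 Luciferase reporter read in Schneider cells carrying Gal4-RORγ (mouse) and UAS-Photinus luciferase; cells given compound 1 h before 700 uM copper sulfate induction, then incubated 20 h at ambient temperature.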
# TRPV1 agonist – human TRPV1 agonism | TRPV1-expressing cells, Fluo-8 calcium influx, agonist mode | activation, % at 8.33 µM | 0.19% of 320,000 active | AID 540275; in the data active = activation above about 80%; inconclusive = between about 30% and that limit; also: 0% is about no effect
#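 TRPV1-expressing cells were cultured overnight at 35.5C and loaded with Fluo-8 calcium dye for 40 to 90 min at room temperature. After a 10 s baseline, compound was added and calcium influx was read kinetically for 3 min (ex 480/em 520 nm).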
# ELG1 genotoxic – inducers of genotoxicity in HEK293T ELG1-luciferase cells. HEK293T ELG1-luciferase reporter, luminescence, 16 h. 1.3% of 330,000 active. Potency, µM (top dose mostly 46 µM), for inactives: at the top dose activity change, positive = activation, actives largely listed as activators; also: potency is read from the fitted curve at half-maximal effect; % of control where 0% means no effect; nearly all actives have a fitted effect of over 60% in size
#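 Genotoxic stress is detected as increased luminescence from luciferase-tagged ELG1 in HEK293T cells, measured with ONE-Glo after a 16 hr treatment at 37 °C.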
# NPC1 prom act – activators of NPC1 promoter; Huh7 NPC1 promoter luciferase reporter, 24 h; Potency, µM (top dose mostly 9.22 µM), without a hit: top-dose activation, hits mostly activators; 2.4% of 320,000 active; AID 485313;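 also: potency is read from the fitted curve at half-maximal effect; % of control where 0% means no effect; nearly all actives have a fitted effect of over 60% in size; reporter is driven by a mutant NPC1 promoter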
#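 Luciferase expression driven by the NPC1 promoter was measured in stably transfected Huh7 cells after a 24 h compound incubation, using a luciferase reagent and a luminescence read.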
# VP16 counter – counter-screen for ROR gamma inhibitors: Gal4-VP16 reporter; Drosophila S2 Gal4-VP16 UAS-luciferase, luminescence, 20 h; Potency, µM (titrated, usually from 53.6 µM), for inactives: top-dose activity, negative = inhibition, usual class: inhibitors; 3.5% of 310,000 active; AID 2546;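 also: Gal4-VP16 expression switched on by copper sulfate through the metallothionein promoter; potency is read from the fitted curve at half-maximal effect; % is scaled to controls: 0 for no effect and ±100 for the full control effect; nearly all actives have a fitted effect of over 50% in size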
# Rab9 promoter act – activates the Rab9 promoter; Huh7 Rab9 promoter-luciferase reporter, luminescence, 24 h; Potency, µM (highest dose often 9.22 µM), inactives show top-dose activation, negative = inhibition, actives largely listed as activators; 2.8% of 320,000 active; AID 485297; also: potency is read from the fitted curve at half-maximal effect; % of control where 0% means no effect; nearly all actives have a fitted effect of over 60% in size
#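 Luciferase signal after 10 min detection reagent at ambient indicates Rab9 promoter upregulation; stably transfected Huh7 cells were treated 24 h with compound in DMSO at 37 °C, 5% CO2.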
# Tb PFK inh – T. brucei PFK enzyme inhibition; T. brucei PFK, ADP-Glo luminescence; 0.17% of 330,000 active; Potency, µM (doses to about 57.5 µM), without a hit: at the highest dose activity, negative = inhibition, hits mostly inhibitors; O15648;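 also: potency is read from the fitted curve at half-maximal effect; 0% = uninhibited 1x PFK enzyme wells and -100% = no-enzyme wells; nearly all actives have a fitted effect of over 60% in size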
# Target sequence (O15648 whole entry, looked up): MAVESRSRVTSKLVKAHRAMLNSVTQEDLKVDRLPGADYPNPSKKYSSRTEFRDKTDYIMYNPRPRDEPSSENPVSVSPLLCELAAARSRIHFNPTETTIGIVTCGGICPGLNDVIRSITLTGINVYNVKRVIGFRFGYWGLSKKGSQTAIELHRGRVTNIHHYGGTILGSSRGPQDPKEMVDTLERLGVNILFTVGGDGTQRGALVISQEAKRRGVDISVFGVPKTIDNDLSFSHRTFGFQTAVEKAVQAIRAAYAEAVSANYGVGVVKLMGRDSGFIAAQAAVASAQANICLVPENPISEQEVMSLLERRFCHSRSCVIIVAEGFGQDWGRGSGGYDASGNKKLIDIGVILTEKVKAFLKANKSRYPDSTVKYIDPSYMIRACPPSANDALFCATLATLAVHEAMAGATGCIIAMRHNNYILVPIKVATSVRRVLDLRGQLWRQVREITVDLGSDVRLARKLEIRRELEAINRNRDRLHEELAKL
#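 ADP-Glo luminescence quantified ADP after 45 min at room temperature, with 1.25 nM T. brucei PFK, 0.1 mM ATP and 0.5 mM fructose-6-phosphate in pH 8.0 TEA buffer. qHTS titrations up to 57 µM; curves classified by quality.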
# FLuc modulator – firefly luciferase modulation, counter-screen for miR-21 project. P08659. purified FLuc, Km substrates, luminescence inhibition. Potency, µM (top dose mostly 57.5 µM), inactives show at the top dose activity change, negative = inhibition, usual class: inhibitors. 6.9% of 360,000 active. AID 588342;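 also: potency is read from the fitted curve at half-maximal effect; plate controls were vehicle for no effect and reference inhibitor for full effect; nearly all actives have a fitted effect of over 55% in size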
#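 Purified P. pyralis luciferase (10nM final) with 10uM D-luciferin and 10uM ATP (Km levels) in 50mM Tris acetate pH 7.5, 10mM Mg acetate, 0.01% Tween-20, 0.05% BSA; qHTS 6-point titration, ~60 µM downward; luminescence read.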
# p53 reactivation – restores transcriptional activity of mutant p53; H1299 p53-A138V BP100-luciferase reporter, luminescence, 24 h; 0.063% of 320,000 active; Potency, µM (top dose mostly 92.2 µM), for the others: at the highest dose activity change, positive = activation, hits mostly activators; also: potency is read from the fitted curve at half-maximal effect; % of control where 0% means no effect; nearly all actives have a fitted effect of over 45% in size
#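 H1299 (p53-null), stable ts p53-A138V + BP100-Luc; 1000 cells/well, Opti-MEM/10% FBS; cpd 4 pt, 1:5; 24 h, 37 deg C, 5% CO2; detection reagent 10 min RT; luminescence.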
# ELG1 DNA repair – blocks ELG1-dependent DNA repair in HEK293T cells | HEK293T ELG1-luciferase reporter, luminescence, 16 h; DNA damage induced by 5-fluorouridine | Potency, µM (top dose mostly 46.1 µM), inactives show top-dose activity change, negative = inhibition, hits mostly inhibitors | 2.3% of 330,000 active | AID 504467; also: potency is read from the fitted curve at half-maximal effect; % is scaled to controls: 0 for no effect and ±100 for the full control effect; nearly all actives have a fitted effect of over 55% in size
#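 Luminescence from the luciferase reporter, measured 30 min after ONE-Glo reagent at room temperature, was the read-out. Beforehand, 2,000 cells per well were exposed for 16 hr at 37 °C to 5-fluorouridine together with compound or vehicle.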
# * marks the source's active call; other numbers are inactive results; ? = inconclusive; . = not tested or not shown; & = joins results of further samples; [ ] = another dose, or the depositor's remark. Unless noted, calls follow the shape of the dose curve; as a rule, active = well fitted curve in the direction sought with a large enough effect; inconclusive = small, poorly fitted or top-dose-only effect, or another doubt; inactive = no such curve, though single readings can be large; an effect the other way counts as inactive or inconclusive. An excerpt; rates above refer to the full screens.
entry	smiles	Tb PFK inh	Rab9 promoter act	ELG1 DNA repair	NPC1 prom act	ELG1 genotoxic	p53 reactivation
1	COCC(C)OC(=O)c1c(N)n(Cc2ccco2)c2nc3ccccc3nc12 (stereo not given)	-2.9%	12.9%	.	0.4%	.	.
2	O=C1OCCN1P(=O)(c1ccccc1)c1ccccc1	-3.9%	-6.3%	-25.4%	1.4%	1.1%	-11.6%
3	c1ccc(NC2=NCCCS2)cc1	12.8%	1.1%	4.7%	-1.8%	1.2%	-3.4%
4	Clc1cc(Cl)cc(NC2=NCCS2)c1	-6.5%	0.7%	1.6%	-1.0%	-0.5%	-6.4%
5	CCN(CC)CCCN=C(C)c1c(O)n(-c2ccc(C)cc2)c(=O)[nH]c1=O	7.6%	0.5%	17.0%	1.6%	7.9%	0.4%
6	CC(C(O)c1ccccc1)N(C)CCn1cnc2c1c(=O)n(C)c(=O)n2C (stereo not given)	-4.2%	-2.7%	?	-3.8%	-1.7%	0.4%
7	CS(=O)(=O)NNP(=O)(NNS(C)(=O)=O)NC(=O)c1ccc(Br)cc1	24.0%	1.9%	-3.6%	-6.0%	-1.0%	-1.6%
8	Cc1ccnc(SCc2nc3ccccc3s2)n1	-3.8%	3.55µM*	?	?	9.2µM*	?
9	Cc1sc2ncn(CC(=O)NCC(=O)N3CCC4(CC3)OCCO4)c(=O)c2c1C	-8.4%	-2.0%	11.6%	1.5%	-1.4%	1.2%
10	Cn1c(O)c(Cc2ccc(OCc3ccccc3)cc2)c(=O)n(C)c1=O	-15.1%	0.1%	?	11.8%	5.2%	19.5%
11	CCN(CC)S(=O)(=O)c1ccc(C)c(NCC(=O)Nc2ccc(C#N)c(Cl)c2)c1	-0.5%	-9.9%	?	0.5%	-7.4%	9.3%
12	CCOc1cc(CNCCc2c[nH]c3ccccc23)cc(Cl)c1OCC	0.0%	-2.8%	15.9%	-1.5%	-4.6%	-11.6%
13	CCC12CN3CCN(CC(C3)C1O)C2 (stereo not given)	-0.2%	3.1%	1.5%	-0.6%	0.0%	4.1%
14	CC(C)c1ccc(-n2c(O)c(C=NC(CCS(C)=O)C(=O)O)c(=O)[nH]c2=S)cc1 (stereo not given)	1.7%	18.5%	0.0%	-0.1%	1.3%	6.6%
15	NC(=O)C1CCN(/C=C2\C(=O)NC(=O)N(Cc3ccco3)C2=O)CC1	-7.4%	-3.2%	17.8%	-2.1%	2.6%	-3.3%

entry	BRCA1 expr act	FLuc modulator	VP16 counter	TRPV1 agonist	RORg inh
1	-34.7%	-12.0%	-2.3%	5.5	?
2	-26.5%	2.1%	-0.4%	0.3	-14.3%
3	7.8%	4.6%	0.6%	-0.2	-6.4%
4	13.1%	-3.5%	-4.5%	.	-6.8%
5	-1.8%	4.0%	0.9%	1.1	-9.2%[10 µM]
6	-10.3%	-0.2%	5.6%	-2.9	7.4%
7	8.3%	1.1%	1.8%	0.7	1.8%
8	64.6%	6.75µM*	2.7%	-2.3	?
9	-19.4%	0.8%	.	1.9	?
10	73.2%	-14.8%	-10.0%	4.2	-1.4%
11	-77.7%	-1.9%	?	?	?
12	-86.4%	-1.6%	?	7.4	-38.3%
13	6.1%	0.3%	3.5%	-2.4	-0.3%
14	7.9%	5.8%	-8.4%	1.9	37.4%
15	-4.5%	-0.3%	-3.9%	-2.0	13.6%

# Next section:
entry	smiles	Tb PFK inh	Rab9 promoter act	ELG1 DNA repair	NPC1 prom act	ELG1 genotoxic	p53 reactivation
16	CN(C)CC#CCn1c2ccccc2c2ccccc21	0.3%	-0.7%	-1.5%	-6.1%	-2.4%	-1.1%
17	COc1ccc(C(O)c2ccccc2OP(=O)(N(C)C)N(C)C)cc1 (stereo not given)	0.9%	-2.9%	0.6%	-2.2%	-0.1%	-5.7%
18	CN1CCN(c2ncnc3c2cnn3C)CC1	-1.1%	-8.4%	10.8%	-4.5%	2.9%	-3.2%
19	CCSc1nnc([C@@H](N)Cc2c[nH]c3ccccc23)o1	0.1%[0.46 µM]	0.6%	?	0.5%	-1.8%	-10.1%
20	CCC1(C)CC(CCNCc2ccc(N(C)C)cc2)(c2ccc(F)cc2)CCO1 (stereo not given)	-5.4%	-8.7%	-4.1%	-2.4%	-5.0%	7.0%
21	CC(=NCCCN1CCOCC1)c1c(O)n(Cc2ccccc2)c(=O)[nH]c1=O	-3.6%	-3.7%	-5.2%	2.3%	-1.2%	-9.2%
22	CNP(=S)(NC)OCCOc1ccc(OC)cc1	-1.5%	-0.5%	4.4%	-0.3%	-2.0%	?
23	CNC(=O)c1cccn(Cc2ccc(C(F)(F)F)cc2)c1=O	-3.9%	14.5%	?	-14.2%	18.3µM*	-1.7%
24	CC(C)OP(=O)(OC(C)C)C(O)c1ccc(Br)cc1 (stereo not given)	-0.9%	-3.5%	4.6%	-2.8%	1.6%	?
25	COc1ccc(CC2(CCc3ccccn3)C(=O)NC(=O)N(c3ccccc3C)C2=O)cc1OC (stereo not given)	0.1%	-1.4%	-8.2%	0.5%	-3.1%	4.0%
26	Cc1ccc2nc3c(cc2c1)CC1(C(=O)N(C)C(=O)N(C)C1=O)C1COCCN31 (stereo not given)	-5.0%	22.9%	?	20.3%	?	17.9%
27	Cn1c(O)c(C=NC2CCN(Cc3ccccc3)CC2)c(=O)[nH]c1=O	-3.6%	-5.5%	-1.9%	-2.7%	0.1%	-1.7%
28	Cc1ccsc1C(=O)C1CCCN(Cc2cccn2-c2ccccn2)C1 (stereo not given)	4.0%	0.5%	-2.7%	-0.5%	-10.6%	-1.0%
29	C1CC2NCCC3NCCC(N1)N32 (stereo not given)	5.8%	5.1%	17.6%	7.0%	-0.8%	3.3%
30	COc1cccc(N2CCN(C(=O)C3CCCN(S(=O)(=O)c4ccc5c(c4)oc(=O)n5C)C3)CC2)c1 (stereo not given)	-7.0%	-6.9%	?	-8.7%	-10.6%	-5.8%

entry	BRCA1 expr act	FLuc modulator	VP16 counter	TRPV1 agonist	RORg inh
16	-19.6%	2.5%	-9.8%	-0.9	-5.0%
17	-4.7%	-1.0%	1.6%	-0.3	9.5%
18	-18.7%	-1.8%	-6.7%	-2.4	-8.4%
19	-21.9%	4.3%	8.2%	-1.4	8.6%
20	-31.6%	-0.5%	-12.5%	5.5	-3.2%
21	6.1%	-1.8%	-14.1%	-0.9	16.6%
22	1.9%	5.2%	9.2%	0.1	0.0%
23	.	-0.3%	19.3%	-1.5	-41.2%
24	0.7%	0.3%	0.7%	-1.0	-18.3%
25	1.4%	-0.8%	6.6%	-0.3	-15.2%
26	83.0%	15.1µM*	-5.5%	-0.8	24.8%
27	-6.3%	-2.6%	-2.3%	0.4	-0.2%
28	-4.5%	-2.0%	7.9%	2.6	-6.7%
29	-6.0%	2.9%	-1.8%	7.2	-13.5%
30	-8.2%&3.0%	-0.7%&-1.1%	-24.7%	2.8	?

# Reformatted screen by screen: entries from further up.
6. CC(C(O)c1ccccc1)N(C)CCn1cnc2c1c(=O)n(C)c(=O)n2C (stereo not given)
7. CS(=O)(=O)NNP(=O)(NNS(C)(=O)=O)NC(=O)c1ccc(Br)cc1
screen / no. | 6 | 7
Tb PFK inh | -4.2% | 24.0%
Rab9 promoter act | -2.7% | 1.9%
ELG1 DNA repair | ? | -3.6%
NPC1 prom act | -3.8% | -6.0%
ELG1 genotoxic | -1.7% | -1.0%
p53 reactivation | 0.4% | -1.6%
BRCA1 expr act | -10.3% | 8.3%
FLuc modulator | -0.2% | 1.1%
VP16 counter | 5.6% | 1.8%
TRPV1 agonist | -2.9 | 0.7
RORg inh | 7.4% | 1.8%

# Next section:
entry	smiles	Tb PFK inh	Rab9 promoter act	ELG1 DNA repair	NPC1 prom act	ELG1 genotoxic	p53 reactivation
31	O=C1CSC2(CN3CCC2CC3)N1 (stereo not given)	1.7%	0.9%	?	-1.5%	2.1%	-2.0%
32	O/N=C/c1c[nH]c2ccccc12	-5.8%	1.7%	-10.6%	4.6%	-23.0%	-2.3%
33	CNC(C(=O)c1ccccc1)C(OC)c1ccc(C)cc1 (stereo not given)	0.3%	-0.2%	?	-2.1%	-2.6%	10.4%
34	CCCCn1c(=O)c(C(=O)NCc2ccco2)c(O)c2ccccc21	1.2%	2.2%	?	-8.2%	-7.0%	3.0%

entry	BRCA1 expr act	FLuc modulator	VP16 counter	TRPV1 agonist	RORg inh
31	11.1%	0.5%	1.0%	-2.3	-13.0%
32	6.1%	-3.7%	-4.6%	-2.1	14.9%
33	24.5%	3.1%	-6.4%	-1.3	-8.4%
34	-32.6%	-2.8%	3.7%	13.2	-11.6%

# Screens deposited in PubChem BioAssay by National Center for Advancing Translational Sciences (NCATS).
